Luc counter = Counterscreen for Luciferase (Kinase-Glo TM) Inhibition; 200,000 compounds, 0.28% hits; Potency, µM (doses to about 38.3 µM), for inactives: at the highest dose activity change, negative = inhibition, most hits filed as inhibitors; Luciferin 4-monooxygenase (Photuris pensylvanica), Q27757; Kinase-Glo luciferase, ATP luminescence, 8 min; further: potency means the concentration at half of the fitted maximal effect; on the % scale 0 is the no-effect control and ±100 the full control effect; nearly all actives have a fitted effect of over 60% in size
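Kinase-Glo luciferase light output from ATP and luciferin was measured with 10 uM ATP, within the enzyme's linear range. Buffer: 50 mM imidazole pH 7.2, 50 mM KCl, 7 mM MgCl2, 0.01% Tween 20, 0.05% BSA; luminescence read after 8 min at ambient temperature.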
CBFb-RUNX1 inh = qHTS Assay for Compounds Blocking the Interaction Between CBF-beta and RUNX1 for the Treatment of Acute Myeloid Leukemia. 230,000 tested, under 10 active. Runt-related transcription factor 1 (Homo sapiens) + Core-binding factor subunit beta …. AlphaScreen CBFb-His/RUNX1-biotin binding, biochemical. AID 1477, 2009. Potency, µM (top dose mostly 59.8 µM), without a hit: at the top dose activity, negative = inhibition, actives largely listed as inhibitors; further: % of control where 0% means no effect
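Read-out: AlphaScreen. Format: His-CBF-beta with biotinylated RUNX1 (30 nM each) preincubated 20 min, compound 15 min, Ni-chelate plus streptavidin beads 90 min; room temperature throughout.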
L3MBTL1 inh = qHTS Assay for the Inhibitors of L3MBTL1; Lethal(3)malignant brain tumor-like protein 1 (Homo sapiens), Q9Y468; AlphaScreen L3MBTL1–H3K9me1 peptide binding; Potency, µM (doses to about 57.1 µM), for inactives: top-dose activity, negative = inhibition, most hits filed as inhibitors; 230,000 compounds, 0.66% hits; further: potency means the concentration at half of the fitted maximal effect; on the % scale 0 is the no-effect control and ±100 the full control effect; nearly all actives have a fitted effect of over 60% in size
Target sequence (Q9Y468 whole entry, looked up): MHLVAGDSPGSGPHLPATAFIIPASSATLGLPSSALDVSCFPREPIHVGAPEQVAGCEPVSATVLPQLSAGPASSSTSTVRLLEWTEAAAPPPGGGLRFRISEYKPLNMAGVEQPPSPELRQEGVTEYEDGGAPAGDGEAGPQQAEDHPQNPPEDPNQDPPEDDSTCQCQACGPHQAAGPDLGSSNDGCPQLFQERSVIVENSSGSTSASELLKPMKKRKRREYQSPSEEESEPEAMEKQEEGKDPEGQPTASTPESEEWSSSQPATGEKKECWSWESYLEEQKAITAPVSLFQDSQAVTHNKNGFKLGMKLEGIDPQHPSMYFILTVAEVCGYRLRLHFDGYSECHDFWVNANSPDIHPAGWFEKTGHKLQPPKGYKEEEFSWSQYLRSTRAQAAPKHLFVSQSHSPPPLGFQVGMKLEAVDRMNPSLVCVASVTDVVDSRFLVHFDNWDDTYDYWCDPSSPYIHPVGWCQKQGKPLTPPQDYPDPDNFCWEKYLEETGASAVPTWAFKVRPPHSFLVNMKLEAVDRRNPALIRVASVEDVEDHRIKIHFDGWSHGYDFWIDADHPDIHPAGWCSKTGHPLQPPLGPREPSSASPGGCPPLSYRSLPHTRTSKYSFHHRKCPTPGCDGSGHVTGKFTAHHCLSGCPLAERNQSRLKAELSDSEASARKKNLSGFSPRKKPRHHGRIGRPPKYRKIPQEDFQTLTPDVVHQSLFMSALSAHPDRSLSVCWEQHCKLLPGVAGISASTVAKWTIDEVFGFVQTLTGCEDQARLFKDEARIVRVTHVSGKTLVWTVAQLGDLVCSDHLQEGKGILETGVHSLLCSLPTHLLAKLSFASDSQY
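AlphaScreen proximity signal between nickel-chelate acceptor and streptavidin donor beads (final 10 ug/mL) reports binding of 50 nM L3MBTL1 to 75 nM biotin-H3 K9me1 peptide; complex incubated with compounds 30 min at room temperature; cefsulodin titration as control.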
HttQ103 aggreg = qHTS Multiplex Assay to Identify Dual Action Probes in a Cell Model of Huntington: Aggregate Formation (GFP). 220,000 compounds, 1.1% hits. PC12 HttQ103-GFP aggregates, Acumen cytometry, 40 h. Potency, µM (titrated, usually from 46.1 µM), without a hit: at the top dose activity change, negative = inhibition, usual class: inhibitors. AID 1688, 2009; further: potency means the concentration at half of the fitted maximal effect; on the % scale 0 is the no-effect control and ±100 the full control effect; nearly all actives have a fitted effect of over 60% in size
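Read-out: GFP aggregate count by laser scanning cytometer (488 nm excitation, 500-530 nm emission, 1–25 µm objects >6 SD above background). Cells: PC12, inducible HTTex1-Q103-GFP, 100 nM tebufenozide; compounds titrated.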
Epigenetic reg = Quantitative High-Throughput Screen for Regulators of Epigenetic Control | murine LDR cells, GFP reporter derepression, 30 h | Potency, µM (doses to about 53.9 µM), inactives show top-dose GFP activation, hits mostly activators | 280,000 compounds, 0.2% hits; further: potency means the concentration at half of the fitted maximal effect; % of control where 0% means no effect; nearly all actives have a fitted effect of over 60% in size
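Murine LDR cells carrying a silenced, genomically integrated CMV-driven GFP reporter were exposed to compound for 30 hours at 37 C. After PBS washes, GFP-positive cells (20–120 um objects) were counted by laser-scanning microplate cytometry.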
NPSR antag = qHTS Assay for Antagonists of the Neuropeptide S Receptor: cAMP Signal Transduction. CHO-NPSR cells, cAMP TR-FRET, antagonist mode. Potency, µM (highest dose often 38.3 µM), for the others: at the highest dose activity change, negative = inhibition, actives largely listed as inhibitors. 220,000 compounds, 1% hits. AID 1461, 2008; further: potency means the concentration at half of the fitted maximal effect; on the % scale 0 is the no-effect control and ±100 the full control effect; nearly all actives have a fitted effect of over 50% in size; many of its hits are not listed in these tables
IMPase Li inh = qHTS Assay for Identifying the Cell-Membrane Permeable IMPase Inhibitors: Potentiation with Lithium. CHO-M1 cells, IP1 TR-FRET (IP-One), carbachol + lithium. Potency, µM (top dose mostly 59.4 µM), inactives show at the highest dose activity, negative = IMPase inhibition, hits mostly inhibitors. 210,000 compounds, 0.35% hits. AID 1457, 2008;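 further: IP1 builds up when IMPase is blocked and the TR-FRET signal falls; potency means the concentration at half of the fitted maximal effect; plate controls were basal vehicle for no effect and high inhibitor control for full effect; nearly all actives have a fitted effect of over 50% in size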
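CHO cells stably expressing M1 receptor (2000/well) were cultured 16–30 h, then exposed to compounds with a small lithium addition for 30 min at 37C. IP1 was measured by TR-FRET competition; AC50 from Hill fits.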
Active calls of the source: *; u = inconclusive; x = not tested or not shown; [ ] = another dose, or the depositor's remark. The call rests on the fitted dose curve; in most records, active means well fitted curve in the direction sought with a large enough effect; inconclusive means small, poorly fitted or top-dose-only effect, or another doubt; inactive means no such curve, though single readings can be large; an effect the other way counts as inactive or inconclusive.

The line under a structure holds: Luc counter, CBFb-RUNX1 inh, L3MBTL1 inh, HttQ103 aggreg, Epigenetic reg, NPSR antag, IMPase Li inh
- O=C(NCC1CCCO1)C1CCCN1C(=O)Nc1ccc(Cl)c(Cl)c1 (stereo unspecified)
    -10%, 6%, 3%, 2%[9.22 µM], -0.1%, -6%, 4%
- COc1ccc2cc(-c3cc(C(=O)OCC(=O)NC4CCS(=O)(=O)C4)c4ccccc4n3)ccc2c1 (stereo unspecified)
    -21%, -6%, 34%[activator], -3%, 0.0%, -46%, -18%
- COc1cc(/C=C/c2ccc3cccc([N+](=O)[O-])c3n2)ccc1OCC#N
    6%, -18%, -10%, 26%, 6.3%, -11%, -3%
- CCCCNC(=O)n1c(=O)oc2ccc(Cl)cc21
    -1%, 1%, -3%, -3%, -3.1%, -3%[46.1 µM], -1%[38.3 µM]
- COc1ccc(C2=NOC(C(=O)Nc3cccnc3Cl)C2)cc1 (stereo unspecified)
    0%, 3%, 12%, -2%, -1.6%, 5%, 1%
- COc1ccccc1NC(=O)Nc1ccc(C(N)=O)cc1
    -6%, 4%, 30%[activator], 9%, -1.5%, 7%, -14%
- COc1ccc(CCNC(=O)C2CC(c3cc(C(F)(F)F)cc(C(F)(F)F)c3)=NO2)cc1 (stereo unspecified)
    x, 23%, x, 28%[9.22 µM], -1.4%, -14%, x
- CN1c2ccccc2C(C)(C)C12CCCC(=O)N2 (stereo unspecified)
    0%, -8%, -5%, 22%, -3.2%, -15%[46.1 µM], 2%[38.3 µM]
- O=c1cc(CSc2nnc(COc3ccc(Cl)cc3)o2)c2ccccc2[nH]1
    0%, -7%, x, -27%, -1.1%, -30%[46.1 µM], 30%[38.3 µM]
- c1ccc2[nH]c(CSc3ncnc4c3oc3ccccc34)nc2c1
    -5%, 5%, -8%, -24%, 1.1%, 10%[46.1 µM], u
- O=C(Nc1ccc(N=Nc2ccccc2)c(NC(=O)C2CCCO2)c1)C1CCCO1 (stereo unspecified)
    0%, u, u, u, 0.9%, 7%, 11%
- CCCCn1c(SCc2cc(=O)n3ccsc3n2)nc2cc(C(=O)OC)ccc2c1=O
    3%, 0%, 5%, -12%, -4.5%, 8%[46.1 µM], 3%[38.3 µM]
- Cc1cccc(-c2noc(Cc3ccccc3)n2)c1
    -6%, 18%, 61%[activator], 14%, -1.1%, -15%[46.1 µM], 17%[38.3 µM]
- CC(C)CCNC(=O)c1ccc2c(SCC(=O)O)c3c(nc2c1)CCC3
    x, 7%, x, -19%[9.22 µM], -1.0%, 0%, x
- CN(C)c1nc(-c2ccccn2)nnc1-c1ccccc1
    -2%, x, x, -29%[9.22 µM], -2.3%, -4%[46.1 µM], 31%[38.3 µM]
- Cc1c(CBr)[n+](=O)c2c(n1[O-])C(Br)CCC2Br (stereo unspecified)
    x, 8%, -5%, 20%[9.22 µM], -2.3%, 17%, x
- COc1ccc(C(C(=O)NC(C)(C)C)N(Cc2cccs2)C(=O)CCC(=O)Nc2cc(C)on2)cc1 (stereo unspecified)
    -2%, 8%, -6%, -17%, -1.2%, -23%[46.1 µM], 32%[activator]
- Cn1c(=O)c2c(nc(CN3CCOCC3)n2CCc2ccccc2)n(C)c1=O
    -5%, 0%, -3%, 14%, -0.7%, -25%[46.1 µM], -8%[38.3 µM]
- C=CCCC(=O)Nc1nc(C)c(-c2csc(Nc3cccc(OC)c3)n2)s1
    8%, -26%, -5%, -30%, -1.1%, u, 22%[38.3 µM]
- CC(C)N(C(=O)NC(=O)Nc1ccc(S(=O)(=O)N2CCCC2)cc1)S(C)(=O)=O
    1%, 9%, 10%, 7%, 2.3%, 8%, 17%
- C=CCN(c1ccc(C(=O)NC(C)C)cc1)S(C)(=O)=O
    -8%, 0%, x, 4%, -1.9%, -3%[46.1 µM], 36%[38.3 µM]
- CCOC(=O)c1sc2cccc(F)c2c1N
    -2%, 17%, 20%, -2%, -1.1%, -3%[46.1 µM], 14%[38.3 µM]
- Cc1c(C(=O)N2CCN(c3ccccn3)CC2)sc2ncnc(N3CCOCC3)c12
    -1%, 5%, x, -10%, 0.1%, -4%[46.1 µM], 16%[38.3 µM]
- COc1ccccc1CNC(=O)C1CCC(CNc2c(N3CCCCC3)c(=O)c2=O)CC1 (stereo unspecified)
    x, 4%, 3%, 38%[9.22 µM], -1.1%, 11%, x
- CCCCN1C2CCCC1CC(NC(=O)c1ccc(OC)c(OC)c1)C2 (stereo unspecified)
    -1%, 4%, 6%, 18%, -1.0%, 1%[46.1 µM], 1%[38.3 µM]
- CCOc1ccc(NC(=O)C(Cc2ccccc2)NC(=O)C2CCCCC2)cc1 (stereo unspecified)
    0%, 3%, 13%, -7%, 3.9%, 7%, -1%
- CC(=O)c1sc(-c2ccc(F)cc2)cc1NS(=O)(=O)c1ccc(C)cc1
    x, -5%, -6%, -10%[9.22 µM], 1.8%, u, x
- O=c1c2ccccc2nnn1CSc1nnnn1-c1ccccc1
    0%, 3%, 1%, -7%, 0.0%, -7%[46.1 µM], -9%[38.3 µM]
- CC(C)NC(=O)CSc1nc(-c2ccccc2)cs1
    1%, 14%, x, -16%, 1.3%, 29%, 5%
- CC(C)OC(=O)c1cc(NC(=O)C2C3CCC(O3)C2C(=O)O)cc(C(=O)OC(C)C)c1 (stereo unspecified)
    2%, 14%, -5%, u, 2.4%, -8%[46.1 µM], -6%

Continuation:
Molecule | Luc counter | CBFb-RUNX1 inh | L3MBTL1 inh | HttQ103 aggreg | Epigenetic reg | NPSR antag | IMPase Li inh
CC(=O)NC(CC(=O)NC1CCCCCC1)c1ccccc1 (stereo unspecified) | 3% | 12% | 6% | -27% | 1.0% | 13% | -6%
O=C(Nc1nccs1)c1ccc(-c2ccc([N+](=O)[O-])cc2)o1 | -5% | -2% | -1% | x | 1.1% | -23% | 3%
CC(C)(CC(=O)O)Cc1nc(-c2ccc(Cl)cc2)no1 | -3% | 3% | x | 12% | 4.1% | -16%[46.1 µM] | -12%[38.3 µM]
Nc1ccc(C(=O)OCc2csc(-c3ccccc3)n2)cc1[N+](=O)[O-] | 1% | -8% | 1% | 2% | -1.1% | 6% | -1%
CCC(Sc1nc2ccccc2o1)C(=O)Nc1nnc(C)s1 (stereo unspecified) | 3% | -8% | 5% | 7% | 1.1% | 6% | 5%
Fc1ccc(OCCCCCCN2CCCC2)cc1 | 2% | -3% | -6% | u | -0.1% | 1%[46.1 µM] | 17%[38.3 µM]
CCN(CC)C(=O)Cn1c(=O)oc2ccccc21 | x | 13% | x | 38%[9.22 µM] | -1.0% | 18% | x
COc1ccc(OC)c(NC(=O)CSc2ccccc2)c1 | 3% | 1% | x | 11% | 0.0% | -5%[46.1 µM] | 0%[38.3 µM]
COc1ccc(CNC(=O)c2ccc(NC(=O)CC3SC(N4CCCCC4)=NC3=O)cc2)cc1 (stereo unspecified) | -1% | 1% | -5% | 9% | -0.1% | 3%[46.1 µM] | -12%[38.3 µM]
Cc1ccc(OCc2nnc(SCC(=O)c3cccc([N+](=O)[O-])c3)n2C)cc1 | 3% | -1% | 1% | 14% | 0.9% | -27%[46.1 µM] | 2%
CCN(CC)C(=O)Nc1c(C)n(C)n(-c2ccccc2)c1=O | 4% | -6% | -24% | 2% | -0.1% | 12% | 5%
N/C(Cn1cncn1)=N\NC(=O)C(=O)Nc1ccc(Cl)cc1Cl | -3% | -4% | 11% | 8% | 0.9% | 10% | -2%
COc1ccc(OC)c(/C=C/C(=O)N(C)CC(=O)Nc2ccc(C)cc2)c1 | 1% | -1% | 21% | 15% | -1.8% | 2% | -14%
CCC(C)N(C)Cc1cccc(C2(O)CCN(S(=O)(=O)c3ccc(F)c(C)c3)CC2)c1 (stereo unspecified) | 0% | 1% | -2% | -3% | 1.9% | 18% | 19%
Cc1ccc(S(=O)(=O)CCc2ccccn2)cc1 | 4% | 1% | 7% | -18% | -1.1% | -2%[46.1 µM] | 23%[38.3 µM]
Cc1ccc(C)n1-c1ccc(C(=O)NCC2CCCO2)cc1 (stereo unspecified) | -2% | 5% | -4% | 23% | 0.0% | 2%[46.1 µM] | 4%[38.3 µM]
CN1CCN(C(=O)Cn2c(C(F)(F)F)nc3ccccc32)CC1 | 1% | -1% | x | 6% | -0.9% | -7%[46.1 µM] | 18%[38.3 µM]
O=C1/C(=N\O)Cc2ccccc21 | -3% | -2% | 0% | 17% | 1.2% | 0%[46.1 µM] | 0%[38.3 µM]
COc1ccc(CCN(C)CCCN2CC(c3ccccc3)CC2=O)cc1OC (stereo unspecified) | 2% | 6% | x | -3% | 1.4% | 6% | 4%
Cc1cccc(-c2noc(CCC(=O)Nc3ccccc3)n2)c1 | -2% | 7% | 6% | u | -0.8% | -15%[46.1 µM] | 9%[38.3 µM]

Some of these compounds in order of molar mass, low to high.
Molecule | Luc counter | CBFb-RUNX1 inh | L3MBTL1 inh | HttQ103 aggreg | Epigenetic reg | NPSR antag | IMPase Li inh
Cc1ccc(S(=O)(=O)CCc2ccccn2)cc1 | 4% | 1% | 7% | -18% | -1.1% | -2%[46.1 µM] | 23%[38.3 µM]
Cc1ccc(C)n1-c1ccc(C(=O)NCC2CCCO2)cc1 (stereo unspecified) | -2% | 5% | -4% | 23% | 0.0% | 2%[46.1 µM] | 4%[38.3 µM]
CN1CCN(C(=O)Cn2c(C(F)(F)F)nc3ccccc32)CC1 | 1% | -1% | x | 6% | -0.9% | -7%[46.1 µM] | 18%[38.3 µM]
COc1ccc(OC)c(/C=C/C(=O)N(C)CC(=O)Nc2ccc(C)cc2)c1 | 1% | -1% | 21% | 15% | -1.8% | 2% | -14%
CCC(C)N(C)Cc1cccc(C2(O)CCN(S(=O)(=O)c3ccc(F)c(C)c3)CC2)c1 (stereo unspecified) | 0% | 1% | -2% | -3% | 1.9% | 18% | 19%

Compound activity as filed in PubChem.

An excerpt (hit frequency here may not be typical).
